# High-throughput results (PubChem BioAssay)
# GPR55 activation = GPR55 agonists via beta-arrestin recruitment, primary screen, imaging, U2OS cells, beta-arrestin-GFP redistribution (AID 1961) | U2OS GPR55 beta-arrestin-GFP redistribution imaging; higher % means a stronger effect | 290,000 compounds, 0.048% hits | one-dose activation, % at 10 µM; EC50 in µM for titrated hits;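 active means activation above 40% with more than 50 cells counted in the well; inconclusive means wells holding fewer than 50 cells, flagged as toxic or sparse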;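 further: U2OS osteosarcoma cells stably expressing GPR55 and beta-arrestin-GFP; plate controls were DMSO negative control for no effect and LPI positive control for full effect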
# Myeloid diff 2 = promotes myeloid progenitor differentiation | ER-HoxA9 myeloid progenitors, lysozyme-GFP differentiation, flow cytometry | calls only at 10 µM | 360,000 compounds, 1% hits;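 active means normalized GFP-positive differentiation at or above the plate's own cutoff, the solvent-only control mean plus 3 SD; inconclusive means no clear call, values can overlap the other calls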;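 further: cells exposed to compound for four days before flow analysis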
# KOR beta-arrestin-1 = kappa opioid receptor blockers – cell-based, luminescence, uHTS (AID 1778); KOR beta-arrestin recruitment, luminescence, antagonist mode; higher % means a stronger effect; one-dose inhibition, % at 10 µM; IC50 in µM for titrated hits; 290,000 compounds, 0.091% hits; further: strong numbers were not always called active
# HEK293 NOD2/NF-kB = NOD2 signaling inhibitors, cell-based, luminescence, uHTS, HEK293 (AID 1566) | HEK293 NOD2/NF-kB luciferase reporter, luminescence; higher % means a stronger effect | inhibition, % at 4 µM; hits with a dose series show EC50 in µM | 290,000 compounds, 0.63% hits; further: many of its hits are not listed in these tables
# T cell modulator = T cell immune modulation candidate. 330,000 compounds, 0.068% hits. 2C CD8+ T cell-vesicle binding, flow cytometry; active compounds read low. calls only at 7 µM;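 active means response, share of CD8 T cells binding vesicles, and their 90th percentile fluorescence all below set limits, cut at about 80% in these data, passing the limit was not always enough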
#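 Benchmarks: naked versus QL9-loaded vesicles / Assay system: purified 2C TCR transgenic mouse naive CD8+ T cells / Technique: high-throughput flow cytometry with anti-B7-1 and anti-CD8 staining / Timing: Cell–vesicle co-incubation 1.5 h at 37 °C, staining 20 min on ice / Read-out: percent CD8+ FL2 mean versus row control / Probe or stimulus: QL9-loaded Drosophila micro-vesicles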
# NOD1 NF-kB reporter = inhibition of NOD1-driven NF-kB reporter – cell-based, luminescence, uHTS, primary screen (AID 1578). NOD1-driven NF-kB luciferase reporter cells, luminescence; higher % means a stronger effect. inhibition, % at 4 µM; hits with a dose series show EC50 in µM. 290,000 compounds, 1% hits; in the data active means inhibition mostly above about 36%, no sharp cut-off; inactive means mostly below about 34%;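 further: HEK-293T reporter cells stimulated with the NOD1 agonist gamma-tri-DAP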
# GPR55 LPI antagonism = inhibition of LPI-stimulated GPR55 beta-arrestin translocation – imaging, U2OS, beta-arrestin-GFP, LPI agonist, primary screen (AID 2013); inhibition, % at 10 µM, or IC50 in µM where a hit was titrated; 290,000 compounds, 0.13% hits; U2OS GPR55 beta-arrestin-GFP translocation imaging, LPI antagonism; higher % means a stronger effect;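 active means spots per cell inhibited over 60%, with over 100 cells counted and total cytoplasm intensity under 500,000; inconclusive means wells with under 100 cells, flagged as likely toxic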;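 further: U2OS cells stably carrying GPR55 and arrestin-GFP stimulated by 5 µM LPI near EC80; imaged beta-arrestin-GFP aggregate spots per cell after agonist stimulation; plate controls were LPI-stimulated DMSO wells for no effect and DMSO wells without LPI for full effect; some results filed as inactive read as strong as hits; confirmed hits need IC50 under 10 µM and bright autofluorescent wells are also inconclusive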
# KOR beta-arrestin-2 = KOR agonists, beta-arrestin recruitment, primary screen, cell-based, luminescence, uHTS (AID 1777); one-dose activation, % at 10 µM; EC50 in µM for titrated hits; 280,000 compounds, 0.02% hits; KOR beta-arrestin recruitment, luminescence; higher % means a stronger effect; in the data active means activation above about 50%, passing the limit was not always enough; further: a part of the inactive calls stands beside numbers as strong as those of hits
# NTR1 agonist = NTR1-driven beta-arrestin-GFP spot formation – imaging, U2OS cells, high content, primary screen (AID 493036); P30989; agonist mode; activation, % at 20 µM; 330,000 compounds, 0.17% hits;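 active means activation at or above 40% of the spot to cytoplasm intensity ratio, with at least 20 cells analyzed; inconclusive means wells under 20 cells, flagged as cytotoxic or low count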;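 further: 0% = DMSO without peptide and 100% = 100 nM NTR1 peptide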
# Target sequence (P30989 whole entry, looked up): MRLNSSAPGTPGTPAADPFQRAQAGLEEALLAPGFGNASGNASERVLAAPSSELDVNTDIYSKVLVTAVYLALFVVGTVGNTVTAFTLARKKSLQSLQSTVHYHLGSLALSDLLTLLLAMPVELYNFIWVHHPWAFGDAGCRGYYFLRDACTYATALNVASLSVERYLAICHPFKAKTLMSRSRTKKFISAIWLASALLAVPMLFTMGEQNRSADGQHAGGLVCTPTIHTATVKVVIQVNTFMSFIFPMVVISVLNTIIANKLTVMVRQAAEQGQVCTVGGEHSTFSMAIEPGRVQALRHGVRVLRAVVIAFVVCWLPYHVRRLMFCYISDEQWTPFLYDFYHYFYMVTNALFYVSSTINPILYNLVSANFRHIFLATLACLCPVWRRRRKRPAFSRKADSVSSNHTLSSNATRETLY
# T cell modulator vesicle-bound % = recorded beside T cell modulator, whose call it bears; double positive events, %; measured here: CD8+ vesicle-bound cell fraction;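 binding gate set so that unloaded-vesicle control wells show 10% double positive cells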
# NTR1 agonist cell count 20 µM = also measured in NTR1 agonist; calls as there; cell count; measured here: cell count, cytotoxicity flag
# Myeloid diff 2 GFP+ MAC1+ % = second read-out of Myeloid diff 2, no call of its own (marks repeat the call); GFP+ MAC1+ double positive, %; measured here: differentiation confirmed by MAC1 staining
# The depositor's hits bear a star; i = inactive; ? = inconclusive; / = not tested or not shown; + = active, no number; [ ] = another dose, or the depositor's remark. Unless noted, no stated cut-off is given here; in the data, active means inhibition above about 50%; inactive means the rest. An excerpt. The share of hits here may be higher or lower than overall.
SMILES,GPR55 activation,Myeloid diff 2,Myeloid diff 2 GFP+ MAC1+ %,KOR beta-arrestin-1,HEK293 NOD2/NF-kB,T cell modulator,T cell modulator vesicle-bound %,NOD1 NF-kB reporter,GPR55 LPI antagonism,KOR beta-arrestin-2,NTR1 agonist,NTR1 agonist cell count 20 µM
COc1cccc(N(C(=O)c2cccs2)c2nc3ccccc3s2)c1,-0.2%,i,0.7,3.4%,-27.9%,i,10.7,-46.4%,0.2%,-1.8%,6.4,50
O=C(N1CCN(c2cccc(Cl)c2)CC1)C1(S(=O)(=O)c2ccc(Cl)cc2)CC1,-0.1%,i,1.0,5.9%,6.2%,i,8.0,7.1%,9.5%,3.6%,-0.5,85
C/C=C/c1ccc(OCC(=O)OCC)c(OC)c1,-0.1%,i,1.3,-28.6%[20 µM],2.9%,i,45.6,-23.5%,-13.1%,-0.6%,1.0,61
CCn1ccnc1CN(C)Cc1cn(-c2ccc(C)cc2)nc1-c1ccc(F)cc1,0.2%,i,0.1,-71.8%[20 µM],-9.7%,i,29.3,-17.4%,6.2%,/,4.8,90
Cc1ccc(Cl)cc1N1CCN(C(=O)CCCn2c(=O)c3cccn3c3cccnc32)CC1,2.5%,?,/,-42.1%,19.1%,i,37.9,11.6%,6.2%,-0.5%,22.0,68
Cc1ccccc1CC(=O)N1CCN(C(=O)c2ccco2)CC1,0.6%,i,0.5,-29.6%,-2.6%,i,17.8,-40.5%,6.1%,-1.1%,-0.1,53
Nc1c(C(=O)Nc2ccccc2F)sc2nc(-c3ccco3)ccc12,0.0%,i,1.2,10.2%,2.1%,i,59.0,-46.7%,24.0%,-3.3%,-0.7,63
CCc1ccc2c(c1)C(c1cccs1)=NNC(c1cccnc1)=N2,0.3%,i,0.7,-10.3%,13.9%,i,24.6,-3.4%,12.1%,-1.4%,4.3,77
COc1cc(C)c(S(=O)(=O)NOCc2ccccc2)c(C)c1C,-0.3%,i,1.1,-19.4%[20 µM],24.8%,i,53.7,23.8%,10.8%,-6.1%,6.5,69
COc1ccc(NS(=O)(=O)c2ccc(NC(C)=O)cc2)cc1OC,-0.1%,i,1.1,4.7%,19.2%,i,10.4,0.8%,-14.7%,-4.1%,-0.5,49
CCOC(=O)C1CCN(C2=NC(=O)/C(=C/c3ccccc3OC)S2)CC1,-0.3%,i,1.2,-26.4%,11.4%,i,53.4,-4.3%,-15.9%,-0.4%,0.2,103
COc1ccc(N(C(=O)CNC(=O)c2cccs2)C(C(=O)NCC2CCCO2)c2ccccc2)c(OC)c1 (configuration not stated),-0.1%,i,1.3,-7.3%,11.8%,i,14.7,16.3%,1.4%,0.4%,-0.1,47
CN(C)S(=O)(=O)c1ccc(NC(=O)COC(=O)Cn2[nH]c(=O)c3ccccc3c2=O)cc1,-0.1%,i,1.0,14.2%,2.3%,i,33.9,-3.1%,13.2%,-3.7%,3.2,45
C/C(=N\NC(=O)c1ccc(NS(=O)(=O)c2cccs2)cc1)c1ccncc1,0.2%,i,0.5,-2.2%,4.8%,i,20.4,-1.8%,-3.4%,-3.8%,6.0,54
COc1ccc(NC(=S)N(CCC(C)C)C2CCN(C(C)C)CC2)cc1,0.6%,i,0.5,12.4%,-3.1%,i,43.3,-7.6%,10.7%,-4.1%,-0.6,96
CCCCCCN1C=C/C(=C\C=C(C#N)C#N)c2ccccc21,-0.1%,+,4.8*,30.1%,16.9%,i,55.2,-51.9%,2.0%,-4.3%,-2.5,35
C/C(=N/NS(=O)(=O)c1cccc([N+](=O)[O-])c1)c1ccc2c(c1)OCO2,-0.1%,i,1.3,-5.2%,0.9%,i,54.1,-12.1%,1.9%,-4.0%,0.0,65
COc1ccccc1-c1nnc(N)s1,0.1%,i,0.3,-2.5%,2.1%,i,57.0,-29.0%,22.1%,1.2%,4.3,38
COc1cc2c(cc1OC)C1(CCCC1)CNC2c1cccc([N+](=O)[O-])c1 (configuration not stated),-0.2%,/,/,5.26µM*,12.9%,i,60.4,-8.1%,0.6%,-9.1%,2.8,45
S=c1[nH]cnc2scc(-c3ccccc3)c12,1.1%,i,0.5,26.4%,19.6%,i,23.6,-0.1%,18.7%,3.7%,3.4,45
CCOC(=O)CSc1nnc(-c2ccccc2)c(=O)[nH]1,0.3%,i,1.5,-2.7%,-5.7%,i,31.4,26.4%,-10.9%,7.4%,2.8,65
COc1ccc(C)cc1S(=O)(=O)N1CCN(C(=O)c2ncoc2-c2cccc(C)c2)CC1,0.2%,i,0.3,-5.3%,41.7%,i,35.5,-7.4%,17.1%,-0.1%,-0.4,48
CS(=O)(=O)Nc1ccc(C(=O)NCCC2=CCCCC2)cc1,0.3%,i,1.1,10.1%,-20.1%,i,34.3,-9.5%,-7.9%,-4.9%,-0.1,77
O=C(COC(=O)c1ccccc1)NCCC1=CCCCC1,-0.2%,i,1.0,23.8%,7.7%,i,29.8,-29.9%,-7.6%,-2.8%,-0.8,73
COc1ccc(C(=O)O)c(OC)n1,0.2%,i,0.9,9.9%,-66.9%,i,15.4,25.3%,-12.9%,-0.5%,-0.8,69

# Following part.
SMILES,GPR55 activation,Myeloid diff 2,Myeloid diff 2 GFP+ MAC1+ %,KOR beta-arrestin-1,HEK293 NOD2/NF-kB,T cell modulator,T cell modulator vesicle-bound %,NOD1 NF-kB reporter,GPR55 LPI antagonism,KOR beta-arrestin-2,NTR1 agonist,NTR1 agonist cell count 20 µM
Cn1c(O)c(N=NC(=O)c2ccccc2O)c2ccccc21,0.2%,i,0.8,21.6%[20 µM],-89.7%,i,50.5,-39.5%,1.3%,1.3%,5.7,89
COc1ccccc1-n1c(O)c(C=NCc2ccccn2)c2ccccc2c1=O,-0.1%,i,0.7,1.9%,-13.3%,i,36.3,-13.1%,-3.6%,2.3%,-0.5,45
CC1CCN(C(=S)c2cn(Cc3cccc(F)c3)c3ccccc23)CC1,-0.2%,i,0.4,19.8%,-13.4%,i,61.4,5.9%,9.2%,0.5%,2.0,90
CCOC(=O)c1cnc(SCC(=O)Nc2cccc(OC)c2)nc1N,0.1%,i,0.3,-36.6%,18.8%,i,53.2,6.8%,6.7%,-2.9%,1.7,72
CC(C)CC1NC(=O)N(CC(=O)N2CCN(S(=O)(=O)c3ccccc3)CC2)C1=O (configuration not stated),0.0%,i,0.9,10.6%,3.7%,i,20.5,9.8%,9.7%,-0.2%,-0.4,37
CCOC(=O)CNC(=O)C12CC3CC(C1)CC(c1ccc(C)cc1)(C3)C2,-0.1%,i,0.3,-59.4%[20 µM],-0.3%,i,24.7,-18.8%,-4.4%,1.3%,0.2,62
O=C(c1ccccc1F)N1CCN(S(=O)(=O)c2ccc(S(=O)(=O)N3CCCCC3)cc2)CC1,-0.2%,i,7.2,-0.3%,9.5%,i,16.8,6.2%,-1.8%,3.7%,-0.2,53
CC(=O)c1ccc(N2CCN(C(=O)c3n[nH]c4ccccc34)CC2)cc1,0.6%,i,0.4,-12.5%,20.5%,i,53.6,9.9%,-2.6%,-1.5%,-2.1,56
Cc1cc(C(=O)Nc2c(C)nn(Cc3ccccc3Cl)c2C)no1,0.3%,i,9.5,-6.3%,0.8%,i,45.9,-7.1%,21.8%,-0.4%,-0.8,91
Cc1ccccc1-c1nc(CS(=O)(=O)CC(=O)N2CCCCC2)c(C)o1,-0.1%,i,1.7,-16.5%,12.3%,i,6.9,3.3%,-4.8%,5.4%,0.2,58
CCOC(=O)N1CCC(NC(=O)C(Cc2ccccc2)NC(=O)C2CCCCC2)CC1 (configuration not stated),-0.2%,i,1.6,-41.8%,-4.9%,i,21.1,-14.3%,-10.5%,7.5%,-1.9,73
Cc1ccc2nc(-c3ccc(NC(=O)c4cccnc4)cc3)oc2c1,-0.1%,i,0.4,-42.7%,-10.5%,i,32.2,58.7%*,-11.1%,-0.3%,11.8,44
CCN(CC)c1ccc(/C=C2\CCC(/C=C(\C#N)C(=O)Nc3ccccc3F)=C2N2CCOCC2)cc1,?,i,0.9,12.1%,18.6%,/,/,26.5%,-5.7%,2.3%,/,/
OCC[C@@H]1C[C@@H](O)[C@H](O)[C@]2(OCCc3ccccc32)O1,-0.2%,i,1.9,-25.9%[20 µM],1.6%,i,13.2,-5.1%,3.9%,-0.8%,-2.8,103
S=c1[nH]cnc2sc(-c3ccccc3)cc12,0.2%,i,0.3,-20.7%,-68.1%,i,43.4,-29.1%,10.3%,-8.0%,0.6,65
Cc1ccc(C(=O)Nc2ccc(C)c(S(=O)(=O)N(C)C)c2)s1,0.1%,i,1.4,-20.2%,-76.1%,i,45.5,-69.9%,8.7%,-0.7%,-0.9,52
COC(=O)C1=C(C)OC(N)=C(C#N)C1c1cc(OC)c(OCC(N)=O)cc1Cl (configuration not stated),-0.1%,i,0.6,-3.1%,5.7%,i,41.0,23.7%,-4.1%,13.5%,-2.9,109
Cc1nc2ccccc2n1C(=O)N1CCOCC1,0.5%,i,0.8,3.0%,7.9%,i,13.3,-17.1%,4.4%,-2.4%,-1.0,53
O=c1[nH]c2cnccc2n1-c1ccccc1,-0.2%,i,0.6,-30.5%,-7.8%,i,39.1,-18.3%,-0.2%,11.4%,-0.2,41
NS(=O)(=O)c1ccc(CNS(=O)(=O)c2ccc(Cl)nc2)cc1,-0.2%,i,0.3,35.5%,-8.5%,i,55.3,-22.5%,4.7%,-0.1%,-0.5,76
CCCCn1c(SCC(=O)c2ccc(OC)c(OC)c2)nc2cc(S(N)(=O)=O)ccc21,-0.1%,i,1.7,-24.4%,19.0%,i,43.2,3.7%,-14.1%,-5.3%,1.1,71
CC(=O)c1cccc(CN2CCCC(N3CCN(c4ccccc4F)CC3)C2)c1 (configuration not stated),-0.1%,i,0.4,-8.3%[20 µM],-16.8%,i,7.0,-26.6%,-7.2%,-4.8%,-1.2,64
COc1ccc(-c2nnc(SCCC(=O)O)n2C)cc1OC,-0.2%,i,0.7,-14.0%,12.0%,i,42.6,12.1%,-4.9%,6.2%,1.4,42
O=C(Nc1nc2c(s1)CCCC2)c1ccc(Br)o1,-0.2%,i,0.7,5.5%,-143.9%,i,26.6,-84.2%,2.9%,2.1%,0.1,41
O=C(c1ccccc1)N1CCc2[nH]nc(-c3ccccc3)c2C1,-0.1%,i,0.6,7.9%,21.6%,i,29.5,9.8%,30.7%,-3.7%,1.0,66
